# GSIS activator – primary screen for activators of insulin secretion dependent on glucose, INS-1E cells, GLuc reporter luminescence. INS-1E GLuc reporter insulin secretion, 2-3 h. activation, % at 16.6 µM. hit rate 0.61% among 370,000;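 active = lowest replicate activation of at least 40%, so every replicate reaches that level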;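 also: 0% = median of neutral control wells and 100% = median of IBMX positive control wells; some compounds called inactive have numbers as strong as hits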
# DENV2 CPE rescue – inhibitors of DENV2 cytopathic effect; CPE inhibition, % at 9.99 µM; DENV2-infected cells, cytopathic effect rescue, plate reader; hit rate 1.7% among 350,000; in the data active = CPE inhibition above about 20%, passing the limit was not always enough; inconclusive = no clear call, values can overlap the other calls; tested in BHK-21 cells;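 also: 0% = median of neutral control wells and 100% = median of positive control wells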
# FN deposit inh – fibronectin deposition inhibition. AH1F fibroblasts, Alexa488-fibronectin deposition fluorescence, overnight. inhibition, % at 12.6 µM. hit rate 0.086% among 350,000. AID 743247;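 active = mean inhibition across replicates of 30% or more, regardless of how many single replicates reach that level; inconclusive = mean under 30% yet at least half of replicates reach 30%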;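 also: positive control wells lacked labelled fibronectin entirely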
#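 Assay system: AH1F fibroblasts assembling fluorescent fibronectin matrix; Amount: 10000 AH1F cells per well; Buffer or medium: DMEM, 2% serum; Probe or stimulus: Alexa488-fibronectin, 24 nM final in well; Doses: single compound dose, delivered by pin transfer; Incubation: 1 h adhesion, overnight exposure; Measured by: fluorescence 485/525 nm; Read-out: fibronectin deposition inhibition.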
# miR-122 sensor – miR-122 inhibition in Huh7 cells | activation (reporter increase), % at 12.5 µM | hit rate 0.3% among 340,000 | Huh7 miR-122 Renilla luciferase sensor, 48 h; neutral wells = 0, positive control = 100;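 active = mean replicate activation score at least 90 and every replicate individually at or above 90; inconclusive = only one of the two criteria met; inactive = neither criterion met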;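 also: higher luciferase means less miR-122 activity so hits act as miR-122 inhibitors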
# EWS-Fli inh – EWS/Fli transcriptional activity inhibition. A673 NR0B1-luciferase reporter, viability-normalised. inhibition, % at 12.6 µM. hit rate 0.67% among 350,000;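 active = mean inhibition of at least 50% after viability correction, with every replicate also passing that limit; inconclusive = mean reaches 50% but only one of two replicates passes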;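 also: firefly luciferase signal divided by Alamar Blue viability fluorescence both relative to DMSO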
# PAX8 reporter – inhibitors of PAX8 transcriptional activity in RMG-I cells; RMG-I TPO-luciferase reporter, SteadyGlo, 24 h; inhibition, % at 12.6 µM; hit rate 1.2% among 360,000;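 active = mean replicate inhibition at least 60% with every replicate also reaching 60%; inconclusive = only one of the two criteria is met; inactive = mean below 60% and not all replicates reaching 60%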;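 also: luciferase light reporting Pax8 driven TPO promoter activity; plate controls were median of neutral control wells for no effect and mitoxantrone controls for full effect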
# F508del corr – CFTR F508del correction in bronchial cells; CFBE cells, YFP halide quenching; stimulated with forskolin plus potentiator P3; % fluorescence drop versus neutral controls; activity (quench increase), % at 7.58 µM; hit rate 0.36% among 350,000; AID 720511;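 active = mean added fluorescence quench of at least 8% versus neutral control, with both replicates also reaching 8%; inconclusive = only one of the mean or replicate conditions met; inactive = mean below 8% and not both replicates reaching 8%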;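 also: cells transiently co-express mutant CFTR-F508del with the halide-sensitive YFP; corrector assay measuring rescue of mutant channel to the surface after 24 h compound exposure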
# Numbers without * were called inactive; u = inconclusive; x = no result given; [ ] = dose if it differs, or a comment.
cpd | Molecule | GSIS activator | DENV2 CPE rescue | FN deposit inh | miR-122 sensor | EWS-Fli inh | PAX8 reporter | F508del corr
1 | Cc1cc2c(cc1S(=O)(=O)CCC(=O)N1CC(C)CC(C)C1)OCC(=O)N2 (centres undefined) | 15 | -5 | -1 | x | 2 | -5 | -0.7
2 | Cc1cc(C)c2nc(Nc3nc(-c4ccccc4)cc(=O)[nH]3)nc(C)c2c1 | 17 | 6 | -2 | x | -38 | -39 | 2.6
3 | O=S(=O)(c1ccc(F)cc1)N1CCCCN2[C@@H](CO)[C@@H](c3ccc(C4=CCCCC4)cc3)[C@@H]2C1 | -18 | -24 | x | -5[16.7 µM] | 6 | 0 | 2.6
4 | O=C(CCCCCN1C(=O)[C@@H]2Cc3ccccc3CN2C1=O)N[C@@H](Cc1ccc(O)cc1)C(=O)O | -5 | u | x | -2 | -3 | x | 0.8
5 | C=CCn1c(=O)c(C(=O)Nc2ccccc2C)c(O)c2ccccc21 | 0 | -4 | 6 | 0 | -98 | -47 | -2.9
6 | N#C[C@H]1[C@@H](c2ccc(-c3cccc(F)c3)cc2)[C@H](CO)N1C(=O)NC1CCCCC1 | -32 | -21 | -3 | x | 0 | x | -3.5
7 | Cc1ccc(OCCNC(=O)c2ccc(COc3ccccc3)o2)cc1 | -13 | 2 | 2 | x | -9 | x | 3.9
8 | Cc1cccc(NC(=S)N(CCN2CCOCC2)Cc2cc3cc4c(cc3[nH]c2=O)OCO4)c1 | -2 | 10 | 7 | x | 3 | 13 | -0.7
9 | CC(C)(C)c1cc(-c2nc(N)nc(N)n2)c(O)c(C(C)(C)C)c1 | 31 | 13 | -5 | -6 | 11 | 4 | -0.9
10 | COc1ccc(NC(=O)c2cc(-c3ccco3)on2)c(OC)c1 | x | 1 | 2 | -1 | -28 | -9 | 1.8
11 | CCCCC(=O)NC(=S)Nc1cccc(NC(=O)c2ccco2)c1 | -3 | x | -9 | x | x | 14 | x
12 | COc1cccc2cc(C(=O)Nc3ccccc3C(=O)N3CCOCC3)oc12 | 5 | 4 | -10 | x | 1 | 22 | -0.3
13 | C[C@@H]1CN([C@H](C)CO)C(=O)Cc2cc(NC(=O)Nc3cccc4ccccc34)ccc2O[C@@H]1CN(C)Cc1ccccc1 | -19 | 3 | x | 4[16.7 µM] | 5 | 22 | 2.5
14 | CC(=O)N[C@@H](Cc1c[nH]c2ccccc12)C(=O)NC1CC1 | 4 | 0 | 3 | 1 | 1 | 18 | -0.9
15 | O=C(COC(=O)c1ccccc1Sc1ccc(C(F)(F)F)cc1[N+](=O)[O-])NC(=O)NC1CCCC1 | -6 | 4 | x | 1 | 7 | 15 | 0.9
16 | COCCNC(=O)C(=O)N/N=C(\C)CC(=O)Nc1ccc2c(c1)OCO2 | -7 | -6 | -8 | x | 0 | -14 | -0.2
17 | O=c1[nH]c2cc3c(cc2cc1C(c1nnnn1CC1CCCO1)N1CCCC1)OCO3 (centres undefined) | 12 | x | -14 | -6 | x | x | x
18 | Cc1cccc(C)c1NC(=O)CN(C)C(=O)c1cc([N+](=O)[O-])ccc1N1CCOCC1 | -1 | 4 | 7 | x | x | -10 | -0.3
19 | CCOC(=O)CSC1=N/C(=C\c2ccc(OC)c(OC)c2)C(=O)N1C | -8 | -18 | 7 | -14 | 5 | 24 | 1.8
20 | O=C(NCc1ccc(F)cc1)C1CCCN1C(=O)NCc1ccccc1 (centres undefined) | 6 | x | 7 | 0 | x | 14 | x
21 | O=C(Nc1nnc2n1CCS2)c1ccco1 | 13 | 0 | 6 | -2 | -1 | -9 | -2.0
22 | C[C@@H]1CN([C@H](C)CO)C(=O)c2cc(NC(=O)CCCN(C)C)ccc2O[C@H]1CN(C)C(=O)Nc1cccc2ccccc12 | -6 | -9 | 0 | x | 28 | -19 | -0.7
23 | COc1ccc(/C=N/NC(=O)c2cccnc2)c2ccccc12 | 19 | 3 | -3 | -5 | -4 | -7 | -5.7
24 | CC(=O)N1CCN=C1SCc1ccccc1F | -1 | 10 | -11 | 4 | -7 | -1 | -0.3
25 | Cc1cc(Nc2ccc(Cl)c(C(F)(F)F)c2)cc(=O)n1-c1ccc(Cl)c(C(F)(F)F)c1 | -29 | 2 | -1 | x | 18 | 5 | -1.4
26 | CCCNC(=O)Nc1ccc2c(c1)OC[C@H](C)N(CC1CCCC1)C[C@H](C)[C@H](OC)CN(C)C2=O | 2 | -8 | 2 | x | -1 | 11 | 0.4
27 | COc1ccccc1OCC(=O)N(Cc1nnc(-c2ccccc2Cl)o1)C1CC1 | 3 | -1 | -1 | x | -11 | 8 | -4.3
28 | CN1OC[C@@H]2CN(C(=O)C(C)(C)C)[C@H](c3cccc(-c4ccccc4)c3)C[C@@H]21 | -9 | -11 | 2 | -4 | -3 | 2 | 1.4
29 | C=CCC1S/C(=N/N=C/c2cccs2)NC1=O (centres undefined) | 31 | 2 | -5 | 2 | 6 | -1 | 0.9
30 | CCn1c(Cc2ccccc2)nnc1SCC(=O)Nc1cc(C)on1 | 4 | 0 | x | -4 | -9 | x | 0.5
31 | CN1C(=O)[C@H]2[C@@H](/C=C/c3ccccc3)N3C(=O)CN(CCO)C(=O)[C@@]3(C)[C@H]2C1=O | x | 6 | -6 | 10 | -4 | 1 | 1.0
32 | O=C(NCCc1ccc(Cl)cc1)C1CCCN(S(=O)(=O)N2CCCCCC2)C1 (centres undefined) | -4 | 2 | 4 | -1 | x | -1 | -1.3
33 | Cc1cccc(NC(=O)COc2ccccc2)c1 | 14 | 2 | x | 3 | -5 | x | -0.1
34 | CCn1c(NC(=O)Nc2cccc(C)c2C)cc2sccc21 | x | -3 | -10 | 0 | -16 | 15 | 4.9
35 | O=c1cc(-c2ccc(O)c(O)c2)oc2c(C3O[C@H](CO)[C@@H](O)[C@H](O)[C@H]3O)c(O)cc(O)c12 (some centres undefined) | 12 | 15 | -2 | -2 | -12 | -8 | 3.4
36 | COc1ccc(-c2nc3ccccc3c(=O)n2CCCn2ccnc2)cc1 | x | x | 3 | 8 | x | 19 | x
37 | CN1C(=O)c2cc(NC(=O)c3ccc(F)cc3)ccc2OC[C@@H]2O[C@H](CC(=O)NCC3CC3)CC[C@H]21 | 1 | 5 | -9 | -3[16.7 µM] | 1 | 11 | -0.5
38 | CC(C)CC(c1nnnn1C(C)(C)C)N1CCN(Cc2ccccc2)CC1 (centres undefined) | -15 | 9 | -1 | 5 | 10 | -4 | -0.9
39 | Nc1ccn(C2CCCCO2)c(=O)n1 (centres undefined) | x | 10 | -4 | -6 | -3 | -3 | -1.5
40 | Fc1ccccc1N1CCN(C(c2ccccn2)c2nnnn2C2CCCCC2)CC1 (centres undefined) | -10 | x | -5 | 6 | x | x | x
41 | O=C(COC(=O)/C=C/c1ccco1)NCCN1C(=O)CSC1=O | -1 | u | 4 | 0 | 10 | 6 | 0.2
42 | C[C@@H]1CN([C@@H](C)CO)C(=O)Cc2cc(NS(=O)(=O)c3ccc(Cl)cc3)ccc2O[C@H]1CN(C)Cc1ccc(Cl)c(Cl)c1 | -12 | 1 | 8 | -24[16.7 µM] | 31 | 86* | -0.2
43 | C=CCNC(=O)COC(=O)c1c2c(nc3ccccc13)CCC2 | 1 | -1 | -2 | 1 | 3 | 15 | 2.3
44 | Cn1nccc1C(=O)NC1CCCc2c1cnn2-c1ccccc1F (centres undefined) | -72 | 11 | 0 | -3 | 18 | 23 | 1.8
45 | C[C@@H]1CCCCO[C@H](CN(C)S(=O)(=O)c2ccccc2)[C@H](C)CN([C@@H](C)CO)C(=O)c2cc(NC(=O)Nc3ccc(F)cc3)ccc2O1 | -4 | -12 | x | 1[16.7 µM] | 2 | 19 | 0.7
46 | CC(C)(C)c1cc(NC(=O)c2cccs2)no1 | 4 | 2 | x | x | x | -151 | -0.7
47 | COc1ccc(S(=O)(=O)NCc2ccc(C(=O)N3CCN(Cc4ccccc4)CC3)cc2)cc1 | 38 | 14 | 0 | -5 | 6 | 12 | -9.5
48 | OCCC1CN(Cc2cnc(-c3ccccc3)s2)CCN1CCc1ccccc1 (centres undefined) | -15 | -3 | x | x | 8 | -6 | 2.8
49 | Cc1cc(-c2ccc(C)c(S(=O)(=O)N3CCN(c4ccc([N+](=O)[O-])cc4)CC3)c2)on1 | -5 | -2 | -10 | 0 | 26 | 45 | 0.2
50 | CCOc1cc(/C=N/N=C2/NC(=O)C(CC(=O)O)S2)ccc1OCc1ccc(Cl)cc1 (centres undefined) | -2 | -2 | -1 | x | -1 | 11 | -1.1
51 | COc1ccc(Br)cc1/C=N/n1nnnc1N | 1 | 7 | 0 | 0 | 5 | -2 | -0.6
52 | COc1ccc2nc3n(c(=O)c2c1)-c1ncccc1C(=O)NC3CC(C)C (centres undefined) | -3 | 7 | -1 | 8 | 8 | 12 | 0.2

# 3 compounds out of the list, arranged by SMILES length, largest number first.
cpd | Molecule | GSIS activator | DENV2 CPE rescue | FN deposit inh | miR-122 sensor | EWS-Fli inh | PAX8 reporter | F508del corr
3 | O=S(=O)(c1ccc(F)cc1)N1CCCCN2[C@@H](CO)[C@@H](c3ccc(C4=CCCCC4)cc3)[C@@H]2C1 | -18 | -24 | x | -5[16.7 µM] | 6 | 0 | 2.6
47 | COc1ccc(S(=O)(=O)NCc2ccc(C(=O)N3CCN(Cc4ccccc4)CC3)cc2)cc1 | 38 | 14 | 0 | -5 | 6 | 12 | -9.5
9 | CC(C)(C)c1cc(-c2nc(N)nc(N)n2)c(O)c(C(C)(C)C)c1 | 31 | 13 | -5 | -6 | 11 | 4 | -0.9

# Rewritten in transposed form: part of the list above.
(40) Fc1ccccc1N1CCN(C(c2ccccn2)c2nnnn2C2CCCCC2)CC1 (centres undefined)
(41) O=C(COC(=O)/C=C/c1ccco1)NCCN1C(=O)CSC1=O
(42) C[C@@H]1CN([C@@H](C)CO)C(=O)Cc2cc(NS(=O)(=O)c3ccc(Cl)cc3)ccc2O[C@H]1CN(C)Cc1ccc(Cl)c(Cl)c1
(43) C=CCNC(=O)COC(=O)c1c2c(nc3ccccc13)CCC2
(44) Cn1nccc1C(=O)NC1CCCc2c1cnn2-c1ccccc1F (centres undefined)
(45) C[C@@H]1CCCCO[C@H](CN(C)S(=O)(=O)c2ccccc2)[C@H](C)CN([C@@H](C)CO)C(=O)c2cc(NC(=O)Nc3ccc(F)cc3)ccc2O1
Screen / compound no.	40	41	42	43	44	45
GSIS activator	-10	-1	-12	1	-72	-4
DENV2 CPE rescue	x	u	1	-1	11	-12
FN deposit inh	-5	4	8	-2	0	x
miR-122 sensor	6	0	-24[16.7 µM]	1	-3	1[16.7 µM]
EWS-Fli inh	x	10	31	3	18	2
PAX8 reporter	x	6	86*	15	23	19
F508del corr	x	0.2	-0.2	2.3	1.8	0.7

# Along the list, from the results shown.
# Entries 36 to 43 in DENV2 CPE rescue: x, 5, 9, 10, x, u, 1, -1
# Entries 36 to 43 in miR-122 sensor: 8, -3[16.7 µM], 5, -6, 6, 0, -24[16.7 µM], 1

# Screens: PubChem BioAssay, Broad Institute
